High-throughput results: PubChem BioAssay, Sanford-Burnham Center for Chemical Genomics
Mdm2 MdmX PPI: disrupts the human Mdm2-MdmX interaction | O15151+Q00987 | SaOS-2 split-luciferase Mdm2/MdmX complementation, luminescence | inhibition, % at 8 µM | hit rate 3% among 330,000 | AID 485346;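 active means inhibition of at least 50% at 8 µM in the primary screen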
APJ antagonist: antagonists of human APJ apelin receptor; P35414; CHO-K1 APJ beta-arrestin complementation, luminescence; inhibition, % at 20 µM; hit rate 0.32% among 330,000; AID 2521;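 active means inhibition above about 40% at 20 µM, limit read from the data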;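 further: cells challenged with 10 nM apelin-13 agonist together with compound; plate controls were apelin-13 plus DMSO wells for no effect and DMSO wells lacking apelin-13 for full effect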
Target sequence (P35414 whole entry, looked up): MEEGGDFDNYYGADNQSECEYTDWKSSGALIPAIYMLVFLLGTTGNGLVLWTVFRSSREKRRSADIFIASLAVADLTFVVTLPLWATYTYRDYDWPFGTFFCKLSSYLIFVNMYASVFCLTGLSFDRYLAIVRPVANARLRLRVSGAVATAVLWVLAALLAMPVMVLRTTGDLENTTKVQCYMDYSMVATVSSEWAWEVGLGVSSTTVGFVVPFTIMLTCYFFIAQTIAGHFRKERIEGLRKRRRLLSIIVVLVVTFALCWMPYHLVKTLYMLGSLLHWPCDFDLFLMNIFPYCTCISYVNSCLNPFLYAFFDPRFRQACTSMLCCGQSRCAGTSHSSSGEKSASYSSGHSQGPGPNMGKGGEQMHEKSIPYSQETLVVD
XBP1 UPR activ: adaptive UPR (XBP1) activation. hit rate 0.33% among 330,000. AID 463104. CHO-XBP1 luciferase reporter, IRE1-XBP1 UPR activation, luminescence; percent of tunicamycin response, DMSO as zero. activation, % at 20 µM;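 active means versus positive control, 20 µM dose yields 30% or more activation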;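 further: 100% = tunicamycin at 10 µg/mL and 0% = DMSO only wells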
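Assay system: CHO-XBP1 luciferase reporter cells; Schedule: 6 h treatment, 37 °C; Detection: glow luminescence from Steady-Glo reagent; Benchmarks: high control tunicamycin 10 µg/mL final, low control DMSO vehicle only.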
APJ ag: agonists of human APJ apelin receptor | P35414 | AID 2520 | hit rate 0.11% among 330,000 | CHO-K1 APJ PathHunter beta-arrestin, luminescence; 0% DMSO wells, 100% apelin | activation, % at 20 µM;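 active means activation more than six SD over the plate average, tested at 20 µM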;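 further: 0% = DMSO alone and 100% = apelin-13 at 10 nM; some results filed as inactive read as strong as hits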
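Test system – PathHunter CHO-K1 APJ (AGTRL-1) beta-arrestin reporter cells · Input – 1000 cells/well · Compound – single test compound dose, 20 µM final, 1% DMSO · Times – compound stimulation 90 min at 25 °C, detection 60 min · Technique – beta-gal luminescence · Read-out basis – APJ–arrestin association signal · Control set – negative DMSO alone, positive Apelin-13 at 10 nM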
697 NFkB inh: lowers PMA/ionomycin-induced NF-kB signal in 697 B cells; hit rate 0.33% among 330,000; inhibition, % at 4 µM; 697 B-cell NF-kB luciferase reporter, 16 h; in the data active means inhibition above about 35%
UPR CHOP act: activators of apoptotic arm of unfolded protein response (CHOP); activation, % at 10 µM; CHO-CHOP luciferase reporter, UPR activation, luminescence; percent of tunicamycin response over DMSO baseline; hit rate 0.34% among 330,000; AID 449763;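 active means at 10 µM dose, activation of 40% or more, normalized to positive control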;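 further: 100% = tunicamycin at 10 µg/mL and 0% = DMSO alone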
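System: CHO-CHOP luciferase reporter cell line | Buffer or medium: F12 medium containing 10% fetal bovine serum | Doses: One dose, 10 µM in 0.5% DMSO | Times: 6 h compound exposure at 37 °C after overnight seeding | Signal: Luciferase luminescence | Read-out: % activation vs tunicamycin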
tim23-1 inh: inhibits growth of tim23-1 mutant yeast. S. cerevisiae tim23-1 growth, BacTiter-Glo luminescence, 24 h. hit rate 1.3% among 330,000. AID 463212. inhibition, % at 20 µM;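 active means growth inhibition of the mutant yeast at or above 50%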;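 further: temperature-sensitive mutant grown at 25 °C; plate controls were DMSO-treated mutant yeast for no effect and medium wells lacking yeast for full effect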
Jurkat NFkB inh: lowers PMA/ionomycin-induced NF-kB signal in Jurkat cells | PMA/ionomycin-induced NF-kB luciferase reporter, luminescence | inhibition, % at 4 µM | hit rate 0.53% among 330,000; in the data active means inhibition above about 50%
An asterisk follows results filed as active. An unsorted share of the library; about 5% have a hit in one of these screens.

compound	Mdm2 MdmX PPI	APJ antagonist	XBP1 UPR activ	APJ ag	697 NFkB inh	UPR CHOP act	tim23-1 inh	Jurkat NFkB inh
COc1ccc(NC(=O)/C=C/c2cccc(C(F)(F)F)c2)cn1	-19	-35	7	0	-3	0.4	31	-8
COc1ccccc1-n1nnnc1SCC(=O)N(CC(C)C)C1CCS(=O)(=O)C1 (configuration not stated)	7	9	-3	1	4	-0.3	3	8
Cc1ccc(C)c(NC(=O)CN(C)C(=O)C2CCCC2)c1	-18	2	-3	-2	19	1.1	6	3
COc1ccccc1C(=O)NCCCN1CCCC1=O	31	-18	-2	-5	-2	-1.6	-14	3
CN(CC(=O)Nc1ccc(N2CCOCC2)cc1)C(=O)CCNC(=O)c1ccccc1Cl	3	-4	5	-4	-12	0.7	-7	-7
CCN1CCN(C(=O)C2CC(=O)N(c3ccc(Cl)cc3)C2)CC1 (configuration not stated)	3	3	-1	-2	9	1.6	5	7
CCOC(=O)C1CCN(C(=O)CN2C(=O)c3ccccc3S2(=O)=O)CC1	22	-11	1	-1	-30	3.5	17	-28
COc1cc(CC(=O)O)ccc1OCc1ccccc1	5	-3	3	1	8	0.2	3	3

Filtered by structure, those above with sulfur (two)
compound	Mdm2 MdmX PPI	APJ antagonist	XBP1 UPR activ	APJ ag	697 NFkB inh	UPR CHOP act	tim23-1 inh	Jurkat NFkB inh
COc1ccccc1-n1nnnc1SCC(=O)N(CC(C)C)C1CCS(=O)(=O)C1 (configuration not stated)	7	9	-3	1	4	-0.3	3	8
CCOC(=O)C1CCN(C(=O)CN2C(=O)c3ccccc3S2(=O)=O)CC1	22	-11	1	-1	-30	3.5	17	-28

The list continues:
compound	Mdm2 MdmX PPI	APJ antagonist	XBP1 UPR activ	APJ ag	697 NFkB inh	UPR CHOP act	tim23-1 inh	Jurkat NFkB inh
CC1CC(=O)Nc2ccccc2N1S(=O)(=O)c1cccc(F)c1 (configuration not stated)	22	14	1	-1	-2	-0.1	9	11
O=[N+]([O-])c1cc([N+](=O)[O-])c(Oc2c(F)ccc(F)c2F)cc1NN1CCCCC1	41	6	4	-2	14	0.8	4	19
COCCn1c(N)c(C(=O)c2cccc(S(=O)(=O)N3CCCCCC3)c2)c(=O)[nH]c1=O	18	2	-1	3	16	-1.3	-10	9
CCSC1=N/C(=C\c2ccccc2)C(=O)N1c1ccc(OC)cc1	5	7	-2	-2	8	2.9	10	-4
CCC(=O)c1ccc(OCC(=O)OCC(=O)N2c3ccccc3NC(=O)C2(C)C)cc1	4	-67	-3	2	13	2.3	-8	15
O=C(NCCS(=O)(=O)N1CCN(c2ccccc2F)CC1)c1c(F)cccc1F	-2	0	-2	-4	-2	-0.8	7	-2
O=C(NCC1COc2ccccc2O1)C1C2C=CC3(CN(Cc4ccccc4Cl)C(=O)C13)O2 (configuration not stated)	-49	-11	0	-4	-1	-4.0	-26	-3
Cc1ccc(NC(=O)COC(=O)CN2C(=O)COc3ccccc32)cc1	7	7	-1	-4	-19	0.3	3	-7

Next part (four carried over from the part before).
compound	Mdm2 MdmX PPI	APJ antagonist	XBP1 UPR activ	APJ ag	697 NFkB inh	UPR CHOP act	tim23-1 inh	Jurkat NFkB inh
CCC(=O)c1ccc(OCC(=O)OCC(=O)N2c3ccccc3NC(=O)C2(C)C)cc1	4	-67	-3	2	13	2.3	-8	15
O=C(NCCS(=O)(=O)N1CCN(c2ccccc2F)CC1)c1c(F)cccc1F	-2	0	-2	-4	-2	-0.8	7	-2
O=C(NCC1COc2ccccc2O1)C1C2C=CC3(CN(Cc4ccccc4Cl)C(=O)C13)O2 (configuration not stated)	-49	-11	0	-4	-1	-4.0	-26	-3
Cc1ccc(NC(=O)COC(=O)CN2C(=O)COc3ccccc32)cc1	7	7	-1	-4	-19	0.3	3	-7
COc1ccccc1NC(=O)CCC(=O)N(Cc1ccc(OC)c(OC)c1)c1nccs1	24	-11	-4	-4	0	-0.2	8	-6
CC1=NNC(=O)C1Oc1ccccc1 (configuration not stated)	20	15	-2	0	8	1.4	-5	5
COc1cc(OC)cc(C(=O)NCC(=O)Nc2ccc(C)c(Cl)c2)c1	28	-10	-2	-2	-11	-2.1	9	-43
Cc1ccc(S(=O)(=O)NNC(=O)c2csnn2)cc1	2	-29	-3	2	2	-0.9	23	-21
CC(C)C(C(=O)NCC1CCCO1)N(CC1CCCO1)C(=O)CNS(=O)(=O)c1ccccc1 (configuration not stated)	-10	-7	-3	-2	8	0.5	5	-3
O=C(COc1ccc(Cl)cc1Cl)NCCCN1CCOCC1	-3	15	5	3	9	-1.8	5	3
CN1CCN(C(=O)/C(=C\c2ccccc2)c2ccccc2)CC1	28	10	0	2	-20	-1.9	-15	-6
O=C(COC(=O)c1ccccn1)NC1CCCCC1	-3	-5	0	1	-4	0.8	-5	-6

compound	Mdm2 MdmX PPI	APJ antagonist	XBP1 UPR activ	APJ ag	697 NFkB inh	UPR CHOP act	tim23-1 inh	Jurkat NFkB inh
CNS(=O)(=O)c1ccc(C(C)(C)C)cc1	11	-3	-2	-3	5	-1.8	0	2
CCOc1ccccc1NC(=O)COC(=O)/C=C/c1cccs1	-5	6	1	-2	-33	-0.6	32	-23
COc1ccccc1N1CCN(c2ncnc3sc(C)c(-c4ccccc4)c23)CC1	69*	3	15	-3	-16	2.6	30	11
CCOc1ccc2nc(NC(=O)/C=C/c3ccc4c(c3)OCO4)sc2c1	35	-7	3	-1	13	0.5	-34	9
CCOc1ccc(NC(=O)CSc2nnc(-c3ccco3)n2C)cc1	-17	3	-5	-1	7	-2.4	17	18
CC(=O)c1ccc(-c2nnc(CCC(=O)N(C)Cc3c(C)nc4ccccn34)o2)s1	2	4	-1	0	2	-1.6	2	4
Cc1cc(C)nc(SCc2cc(=O)c(OC(=O)c3ccc(Cl)c([N+](=O)[O-])c3)co2)n1	31	58*	-4	1	4	-0.7	32	1
COCCN(C(=O)c1cc2c(s1)CCC2)c1c(N)n(CC(C)C)c(=O)[nH]c1=O	15	3	2	-2	8	-0.4	6	5

compound	Mdm2 MdmX PPI	APJ antagonist	XBP1 UPR activ	APJ ag	697 NFkB inh	UPR CHOP act	tim23-1 inh	Jurkat NFkB inh
C=CCn1c(SCC(=O)NC2CCCC2)nc2sc(C)cc2c1=O	-10	7	-2	-3	-27	1.2	11	-39
COC(/C=C/Nc1ccc(C)c(C)c1)=C(C#N)C#N	14	0	14	-3	17	-1.7	-8	6
O=C(COC(=O)c1ccccc1NS(=O)(=O)c1cccs1)NC1CCCCC1	19	2	0	-1	-15	0.8	10	-3
CCc1ccc(Nc2nnc(SCC(=O)N(C)C3CCS(=O)(=O)C3)s2)cc1 (configuration not stated)	-27	-8	0	-1	-57	2.1	2	-46
CCOc1ccc(S(=O)(=O)Nc2cccc(-c3ccc(N4CCCCCC4)nn3)c2)cc1	-2	3	-2	1	-34	2.6	14	-1
COc1ccc(CCNC(=O)c2ccc(N(C)S(=O)(=O)c3ccccc3)cc2)cc1	-5	1	2	-3	-3	1.5	9	-8
CCN(C(=O)COC(=O)c1nc(Cl)ccc1Cl)C1CCS(=O)(=O)C1 (configuration not stated)	38	-2	1	-6	13	1.3	14	-9
CN1CCN(c2ccc(S(=O)(=O)N3CCCCC3)cc2[N+](=O)[O-])CC1	16	-34	-2	0	3	0.5	18	14

compound	Mdm2 MdmX PPI	APJ antagonist	XBP1 UPR activ	APJ ag	697 NFkB inh	UPR CHOP act	tim23-1 inh	Jurkat NFkB inh
CC(=O)c1ccc(OCC(O)CN(C)Cc2cccs2)cc1 (configuration not stated)	11	-11	-2	0	2	1.8	5	-1
N#Cc1cc([N+](=O)[O-])ccc1N1CCCC1	-1	19	-1	-4	-6	4.5	4	6
O=S(=O)(/N=C(/Nc1ccccn1)c1ccc(Cl)cc1)c1ccc(Cl)cc1	2	5	0	-1	-30	2.7	9	-21
Cc1c(Cl)cnc(NC(=O)COC(=O)c2ccc3c(c2)OCO3)c1Cl	0	4	-2	-1	9	0.6	-1	9
O=C1c2ccccc2C(=O)N1c1nc(-c2cccs2)cs1	20	6	1	-6	-13	5.5	77*	-6
Cc1nc2ccc(NS(=O)(=O)c3ccc(Br)cc3)cc2s1	10	-14	-1	-3	-1	-0.5	51*	2
CN(C)C(=O)CN1C(=O)C2CC=C(Cl)CC2C1=O (configuration not stated)	6	-9	2	-2	-3	1.0	-10	13
O=C1NC(Cc2ccccc2)c2nc3cc(Cl)ccc3c(=O)n2-c2cc(Cl)ccc21 (configuration not stated)	1	1	2	-3	-16	2.1	4	2

compound	Mdm2 MdmX PPI	APJ antagonist	XBP1 UPR activ	APJ ag	697 NFkB inh	UPR CHOP act	tim23-1 inh	Jurkat NFkB inh
COc1ccccc1C(=O)NC(=O)COC(=O)CCS(=O)(=O)c1ccc(C)cc1	-11	15	0	6	7	0.9	11	2
CC(=O)Nc1ccc(NC(=O)COC(=O)/C=C/c2ccc3c(c2)OCO3)cc1	21	6	2	-2	10	1.3	6	2
COc1ccc(N(CC(=O)NCCC2=CCCCC2)S(=O)(=O)c2ccccc2)cc1	-20	-1	-4	-3	-19	-1.1	24	-5
COc1ccccc1NS(=O)(=O)c1ccc(C(=O)NCCCN2CCOCC2)cc1	2	-2	2	3	21	0.5	1	7
COc1ccccc1Cn1c(=S)[nH]c2cc(C(=O)NCCN3CCOCC3)ccc2c1=O	29	29	-2	-5	11	-1.2	14	4
CC(C)CCNC(=O)C(c1ccco1)N(C(=O)Cn1nnc2ccccc21)c1ccc2c(c1)OCO2 (configuration not stated)	15	-1	-8	-2	13	-0.3	7	-23
CCOC(=O)CNc1nc(-c2ccncc2)nc2ccccc12	-4	-7	1	5	0	0.7	4	-1
O=C(N/N=C/c1ccc(O)cc1)Nc1cccc2nsnc12	71*	-3	16	-3	-24	2.3	-5	-69
Cc1cc(C)c(NC(=O)c2cc(C(=O)O)ccc2C(=O)O)c([N+](=O)[O-])c1	11	10	-3	-4	-5	-1.6	5	-19
Cc1cc(=O)oc2c(C)c(OC(C)C(=O)N3CC[C@@]4(O)CCCC[C@H]4C3)ccc12 (some centres not stated)	1	-6	-1	-1	9	1.4	2	-10
Clc1ccc(CSc2snnc2-c2ccccc2)cc1	-20	11	1	-4	0	7.2	17	2
